# Cav3 T inh – Cav3.2 calcium influx blockers – cell-based, Fluo-4 calcium fluorescence, FDSS, MLSMR library, primary screen; Voltage-dependent T-type calcium channel subunit alpha-1H (Homo sapiens), O95180; Cav3.2-expressing cells; stronger effect = lower value; B-score at 10 µM; 4% of 100,000 active;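 active = single-dose well whose peak fluorescence ratio is a statistical outlier from its plate by either plate-standardised score or position-corrected B-score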
# Target sequence (O95180 whole entry, looked up): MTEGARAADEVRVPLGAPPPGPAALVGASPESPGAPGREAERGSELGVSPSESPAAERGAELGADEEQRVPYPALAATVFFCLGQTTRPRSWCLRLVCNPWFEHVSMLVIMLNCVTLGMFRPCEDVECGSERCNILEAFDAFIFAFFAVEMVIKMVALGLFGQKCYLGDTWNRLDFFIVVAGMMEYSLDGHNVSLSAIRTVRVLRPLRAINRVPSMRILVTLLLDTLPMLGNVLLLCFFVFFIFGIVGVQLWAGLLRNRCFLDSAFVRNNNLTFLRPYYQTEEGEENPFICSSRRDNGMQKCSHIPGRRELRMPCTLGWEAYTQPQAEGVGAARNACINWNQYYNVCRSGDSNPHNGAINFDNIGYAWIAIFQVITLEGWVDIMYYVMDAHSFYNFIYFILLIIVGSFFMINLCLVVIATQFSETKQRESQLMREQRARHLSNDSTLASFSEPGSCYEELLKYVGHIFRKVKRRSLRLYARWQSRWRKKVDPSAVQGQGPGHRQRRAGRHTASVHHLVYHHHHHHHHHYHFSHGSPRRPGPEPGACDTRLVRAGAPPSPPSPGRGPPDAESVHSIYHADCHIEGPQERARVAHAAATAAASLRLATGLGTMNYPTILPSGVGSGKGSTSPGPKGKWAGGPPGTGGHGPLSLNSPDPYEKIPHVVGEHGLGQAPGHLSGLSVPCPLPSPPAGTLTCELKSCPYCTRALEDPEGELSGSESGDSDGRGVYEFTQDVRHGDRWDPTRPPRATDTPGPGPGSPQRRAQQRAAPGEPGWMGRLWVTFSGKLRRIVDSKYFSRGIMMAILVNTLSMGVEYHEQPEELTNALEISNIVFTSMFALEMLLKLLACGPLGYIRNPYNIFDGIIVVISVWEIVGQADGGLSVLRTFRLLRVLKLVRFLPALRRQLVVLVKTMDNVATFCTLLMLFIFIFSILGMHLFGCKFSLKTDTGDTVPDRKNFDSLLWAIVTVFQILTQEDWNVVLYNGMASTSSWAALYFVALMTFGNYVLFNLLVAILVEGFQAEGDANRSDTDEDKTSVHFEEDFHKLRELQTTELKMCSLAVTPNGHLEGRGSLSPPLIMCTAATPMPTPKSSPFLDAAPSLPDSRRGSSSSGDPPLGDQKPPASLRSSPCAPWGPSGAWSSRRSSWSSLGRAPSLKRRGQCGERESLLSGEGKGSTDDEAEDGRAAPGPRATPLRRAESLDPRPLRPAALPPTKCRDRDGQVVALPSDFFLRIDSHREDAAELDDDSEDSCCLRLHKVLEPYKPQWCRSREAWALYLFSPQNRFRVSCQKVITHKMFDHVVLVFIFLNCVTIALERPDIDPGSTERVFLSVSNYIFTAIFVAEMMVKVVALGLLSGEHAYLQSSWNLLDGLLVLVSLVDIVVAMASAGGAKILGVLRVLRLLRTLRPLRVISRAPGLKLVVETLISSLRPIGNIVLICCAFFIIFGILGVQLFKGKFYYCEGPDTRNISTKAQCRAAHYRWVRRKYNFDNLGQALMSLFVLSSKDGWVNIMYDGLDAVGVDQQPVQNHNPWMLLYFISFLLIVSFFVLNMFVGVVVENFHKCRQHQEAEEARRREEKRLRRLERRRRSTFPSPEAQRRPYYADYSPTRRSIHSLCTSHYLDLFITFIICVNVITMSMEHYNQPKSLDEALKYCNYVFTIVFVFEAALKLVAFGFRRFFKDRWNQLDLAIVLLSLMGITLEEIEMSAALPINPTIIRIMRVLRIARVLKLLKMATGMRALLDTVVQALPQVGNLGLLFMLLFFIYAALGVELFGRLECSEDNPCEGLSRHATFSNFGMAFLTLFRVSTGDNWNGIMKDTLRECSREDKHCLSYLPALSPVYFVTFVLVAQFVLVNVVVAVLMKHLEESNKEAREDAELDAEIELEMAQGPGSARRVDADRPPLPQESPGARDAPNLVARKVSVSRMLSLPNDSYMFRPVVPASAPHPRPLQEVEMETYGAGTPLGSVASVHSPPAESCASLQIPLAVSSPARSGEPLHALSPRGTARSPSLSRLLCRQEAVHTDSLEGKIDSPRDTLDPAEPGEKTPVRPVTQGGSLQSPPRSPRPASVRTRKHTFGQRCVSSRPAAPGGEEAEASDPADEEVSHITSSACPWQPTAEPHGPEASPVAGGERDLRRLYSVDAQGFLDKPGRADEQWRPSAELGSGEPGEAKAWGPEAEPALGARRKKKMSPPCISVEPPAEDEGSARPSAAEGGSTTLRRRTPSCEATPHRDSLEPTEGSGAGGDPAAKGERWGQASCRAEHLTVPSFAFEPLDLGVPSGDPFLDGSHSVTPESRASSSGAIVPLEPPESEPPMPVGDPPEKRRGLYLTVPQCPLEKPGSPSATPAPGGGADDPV
# Numbers without * were called inactive.
# The opening 6 entries (preview)
SMILES,Cav3 T inh
O=C(OCC#CCSc1nnc(-c2ccc([N+](=O)[O-])cc2)o1)c1cccs1,-2.2
CCCn1c2ccccc2c2nnc(SCC(=O)OC)nc21,-0.37
COc1ccc(Cl)cc1C(=O)Nn1cnc2ccccc2c1=O,0.7
COCCN1Cc2cccc(C(=O)N3CCN(c4ccccc4)CC3)c2C1=O,0.14
COc1ccc(Nc2nc(C)cc(C)c2C#N)cc1OC,-0.12
COc1ccc2nc(Sc3c([N+](=O)[O-])nc(C)n3Cc3ccccc3)[nH]c2c1,2.6

# Results, repeating the preview:
SMILES,Cav3 T inh
O=C(OCC#CCSc1nnc(-c2ccc([N+](=O)[O-])cc2)o1)c1cccs1,-2.2
CCCn1c2ccccc2c2nnc(SCC(=O)OC)nc21,-0.37
COc1ccc(Cl)cc1C(=O)Nn1cnc2ccccc2c1=O,0.7
COCCN1Cc2cccc(C(=O)N3CCN(c4ccccc4)CC3)c2C1=O,0.14
COc1ccc(Nc2nc(C)cc(C)c2C#N)cc1OC,-0.12
COc1ccc2nc(Sc3c([N+](=O)[O-])nc(C)n3Cc3ccccc3)[nH]c2c1,2.6
COc1ccc(C2C(C#N)=C(C)NC3=C2C(=O)c2ccccc23)cc1 (configuration not stated),-1.1
Cc1ccc2[nH]cc(C(=O)CN3CCN(c4ccccn4)CC3)c2c1,-0.1
Cc1ccc(Nc2nc(-c3c(C)n(C)n(-c4ccccc4)c3=O)c(C)s2)cc1,-2.2
CCOC(=O)Oc1ccc2oc(C)c(C(=O)OCCOC)c2c1,0.76
COc1ccc(NC(=O)C2=C(C)C(=O)OC23CCC(C)CC3)c(OC)c1 (configuration not stated),0.031
COc1cc2[nH]c(=O)n(CCCCCC(=O)N3CCN(c4ccccc4)CC3)c(=O)c2cc1OC,1
Cc1cc2n(n1)C(c1ccc(O)cc1)Nc1ccccc1-2 (configuration not stated),0.74
CC/C(O)=N\S(=O)(=O)c1ccc(N=NN(C)C)cc1,0.88
Cc1nc(Cl)c(C(=O)NC(=O)Nc2cccc(C(F)(F)F)c2)c(C)c1[N+](=O)[O-],-0.044
COc1ccc(CCNC(=O)CCC(=O)N2CCN(S(=O)(=O)c3ccc(Cl)cc3)CC2)cc1OC,-0.24
Cc1ccc(CN(c2ccc(C(=O)Nc3ccc4c(c3)OCO4)cc2)S(C)(=O)=O)cc1,-0.43
O=P(O)(CN1CCCCCC1)CN1CCCCCC1,0.089
CC12CC(c3ccccc3O1)C(C(=O)N1CCOCC1)C(=O)N2 (configuration not stated),0.4
O=C1c2ccccc2C(=O)N1C/C=C/CN1C(=O)c2ccccc2C1=O,0.54

# Four compounds out of the list, ordered by molecular weight, descending.
SMILES,Cav3 T inh
O=C(OCC#CCSc1nnc(-c2ccc([N+](=O)[O-])cc2)o1)c1cccs1,-2.2
Cc1ccc(Nc2nc(-c3c(C)n(C)n(-c4ccccc4)c3=O)c(C)s2)cc1,-2.2
COc1ccc(NC(=O)C2=C(C)C(=O)OC23CCC(C)CC3)c(OC)c1 (configuration not stated),0.031
COc1ccc(C2C(C#N)=C(C)NC3=C2C(=O)c2ccccc23)cc1 (configuration not stated),-1.1

# Continuation.
SMILES,Cav3 T inh
CCCCOc1ccc(NC(=O)C2CC=CCC2C(=O)O)cc1 (configuration not stated),0.56
COC(=O)[C@@H](NC(=O)Nc1ccc(C(C)=O)cc1)C(C)C,-1.5
CC(C)c1ccc(NC(=O)N2CCC(c3nc4ccccc4o3)CC2)cc1,-1.5
COCCNC(=O)CN(C(=O)CCC(=O)Nc1ccccn1)c1ccc(F)c(Cl)c1,0.17
Cc1cc(Cl)c(S(=O)(=O)N2CCCCCC2)cc1OCC(=O)NC1CCCCC1,-4.2*
c1ccc(OCc2nc(-c3ccccc3)no2)cc1,-1.4
CC(C)OC(=O)CC(=O)CSc1nc2c(cc1C#N)CCCCC2,-2.2
COc1ccc(-c2cc(C(F)(F)F)nc(N3CCN(C)CC3)n2)cc1,-0.33
COc1cc2c(cc1OC)CN(CC(=O)NC(=O)NCc1ccco1)CC2,0.24
CCCCOc1ccc(C2C3CN(C(=O)OCC)CC=C3C(C#N)=C(N)C2(C#N)C#N)cc1OC (configuration not stated),-2.5
CC(C)(C)n1c(=O)[nH]c2c(c1=O)CCC2,-0.023
O=C(NCc1cccnc1)c1cccc(S(=O)(=O)N2CCOCC2)c1,0.84
CCCCOc1cccc(-c2cc(C(=O)NNC(=S)NCC)c3ccccc3n2)c1,0.68
Cc1cc(C(=O)CN2CC(C)OC(C)C2)c(C)n1-c1ccccc1 (configuration not stated),0.22
COc1nc(-c2ccccc2)cc(-c2ccccc2)n1,-0.54
CCOc1cc(NC(=S)Nc2ccccc2OC)c(OCC)cc1NC(=O)c1ccccc1C,-3.5
COc1c(C(CC(C)C)OC(C)=O)ccc2c1C(=O)OCc1cc(C)cc(O)c1O2 (configuration not stated),-3.8*
CCCC(=O)N=C1SC2CS(=O)(=O)CC2N1c1ccc(C(C)=O)cc1 (configuration not stated),-0.13
CCN(CC)CCNC(=O)Cn1c(-c2ccccn2)nc2ccccc21,0.49
COc1ccc(C2=NOC(C(=O)Nc3c(C)n(C)n(-c4ccccc4)c3=O)C2)cc1 (configuration not stated),1.1
COc1ccc(NC(=O)CCN2CCN(S(=O)(=O)c3ccc(Cl)cc3)CC2)cc1,0.0099
COc1cc(Cl)c(C)cc1NC(=O)CSc1ccc(C)cc1,0.099
CCOc1ccc(C2N(c3ccc(OC)cc3)C(=O)C3CCCN32)cc1OC (configuration not stated),0.063
O=c1c2ccccc2nnn1CSc1nnc(C2COc3ccccc3O2)n1-c1ccccc1 (configuration not stated),-6.1*
CC1(C)SC(=S)N(/N=C/c2ccccc2)C1N(O)C(=O)Nc1ccc([N+](=O)[O-])cc1 (configuration not stated),1.1
O=C(NC1CCCCCC1)c1cccc(COCC(F)(F)F)c1,-0.89
CC(C)c1ccc(OCC(O)CN2CCN(c3ccccc3)CC2)cc1 (configuration not stated),-3
O=C(c1ccccc1C(F)(F)F)N1CCN(S(=O)(=O)c2ccccc2)CC1,0.05
CN(C)CCCN1c2ccc([N+](=O)[O-])cc2CCc2cc([N+](=O)[O-])ccc21,0.029
c1ccc(CCc2nn3c(Cc4ccccc4)nnc3s2)cc1,0.31
CC(C)(C)C(=O)/C=C/Nc1ccccc1O,-0.89
COc1ccc(OC)c(C(=O)CSc2nnc(-c3ccc(OC)c(OC)c3)o2)c1,0.59
COC(=O)c1cc(=O)nc2sc3cc(OC)ccc3n12,0.6
Cc1ccc(NC(=O)C(C)c2cccc(C(=O)c3ccccc3)c2)cc1 (configuration not stated),-3.4
C#Cc1ccc([C@@H]2C=C(C(=O)N3CCN(Cc4ccccc4)CC3)O[C@H](OCC)[C@H]2CCCO)cc1,-0.22
CC1=C(C(=O)OC(C)C)C(c2ccc(C)o2)NC(=O)N1 (configuration not stated),0.29
Cc1ccc(-c2csc(N)n2)s1,-1.2
COc1ccc(NC(=O)c2oc3ccccc3c2NC(=O)c2ccco2)c(OC)c1,0.02
Cc1nnc(SCCn2c(N3CCC(C)CC3)nc3c2c(=O)[nH]c(=O)n3C)s1,0.6
COc1ccc2nc(SCC(=O)N3CCNC3=O)[nH]c2c1,-0.018
CC(C(=O)Nc1cc(C(F)(F)F)ccc1N1CCOCC1)N1C(=O)C2CC=CCC2C1=O (configuration not stated),-0.3
Nc1cc(-c2cccc(F)c2)nn1S(=O)(=O)c1cccc2nsnc12,-5.2*
Cc1cccc(S(=O)(=O)NCCC(=O)OC(C)C(=O)NC(=O)NC2CCCCC2)c1 (configuration not stated),-7.8*
CCSc1nnc(-c2ccc(S(=O)(=O)N3CCCC3)cc2)n1C,1.5
CC1=NN(C(N)=S)C(=O)C1N=Nc1ccccc1C (configuration not stated),-0.084
O=C(c1ccc(F)cc1)N1CCCCC(Sc2nnnn2-c2ccccc2)C1=O (configuration not stated),-2.2
O=C(O)C[C@H]1c2cc(C(F)(F)F)ccc2S(=O)(=O)N1C1CCCC1,0.13
CSc1ccccc1NC(=O)c1ccco1,0.62
Cn1c(SCc2nc3ccccc3s2)nnc1-c1ccc2c(c1)OCO2,2
CSc1ccc(S(=O)(=O)NCCSc2ccccn2)cc1,-0.8
Cn1c(=O)[nH]c(=O)c2c1nc(CN1CCOCC1)n2CCCO,0.12
CCOC(=O)Cn1c(N)c(C(=O)OC)sc1=S,-0.3
Cc1ccc2nc(N3CCN(S(=O)(=O)c4ccc(C)c(Cl)c4)CC3)c(C#N)cc2c1,-2.3
COc1ccc(Cl)c(Cn2c(NCCCN(C)C)nc3c2c(=O)n(C)c(=O)n3C)c1,0.11
CCOC(=O)c1c(C)[nH]c(C(=O)OCC(=O)N2CC(C)OC(C)C2)c1C (configuration not stated),0.38
O=C(COc1ccc2ccccc2c1CN1CCOCC1)N1CCc2ccccc21,-0.9
O=C(O)c1sccc1SCc1ccc(Cl)c(Cl)c1,-4.2
Cc1ccc(-c2nc3ccccc3o2)cc1NC(=S)NC(=O)/C=C/c1ccco1,2.4
CCCNc1ncnc2sc(C)c(C)c12,0.76
CCOC(=O)c1c(NC(=S)Nc2ccccc2)sc2c1CCN(C)C2,-0.067
# More compounds.
SMILES,Cav3 T inh
O=C(c1cc2ccccc2o1)N1CCN(c2ccccc2Cl)CC1,-2.6
CCN(CC)S(=O)(=O)c1ccc2c(c1)nc(SCC(N)=O)n2-c1ccc(OC)cc1,0.23
O=C(C1=C(O)C(=O)N(c2ncccn2)C1c1ccc(Cl)cc1)c1ccco1 (configuration not stated),0.27
O=C(COc1ccccc1)N(Cc1ccccc1)c1nc(-c2ccccc2)cs1,-0.34
COCC(=O)NCc1ccc2c(c1)OCO2,0.39
CC1=NOC(=O)/C1=C/c1ccc(-c2ccc(Cl)cc2)o1,0.14
CCCCCCCCn1cc(C(C)=O)c(=O)[nH]c1=O,-1.9
COC(=O)c1cc(OC)c(OC)cc1NC(=O)c1c(-c2ccccc2Cl)noc1C,-2.9
O=[N+]([O-])c1cccc(/C=N\N2CCN(Cc3ccccc3Cl)CC2)c1,-1.8
Nn1c(Nc2ccccc2)nc2ccccc2c1=O,0.098
COc1cc(NC(=O)c2ccno2)cc(C(=O)Nc2cccc(C(F)(F)F)c2)c1,-2.2
CCCC(=O)N1CC(=O)Nc2ccc(F)cc2C1c1ccccc1 (configuration not stated),-1
Cc1cc(C)cc(OCC(=O)NNC(=O)c2cc(C)[nH]n2)c1,0.72
COc1ccc(/C=N/NC(=O)c2ccoc2C)cc1COc1ccc(Cl)cc1,-6.5*
Cc1cc(NC(=O)CSc2nnc3c(C)cc4ccccc4n23)no1,-2
Cc1ccc(C)n1CCN1CCN(CC(=O)Nc2cc(C(F)(F)F)ccc2Cl)CC1,-1.5
CCN(CC)S(=O)(=O)c1ccc(C(=O)Nc2ccc(OCC(=O)N3CCOCC3)cc2)cc1,0.76
CCOC(=O)CSc1nc2cc(C(=O)NCc3ccco3)ccc2c(=O)n1C1CCCCC1,-2.1
NC(=O)c1ccc(NC(=O)CSC2=Nc3ccccc3C3CC=NN23)cc1 (configuration not stated),0.18
Cc1cccc(-c2nc(=S)c3c(o2)CCCC3)c1,0.015

# Cav3 T inh: hit marks shown above.
SMILES,Cav3 T inh
Cc1cc(Cl)c(S(=O)(=O)N2CCCCCC2)cc1OCC(=O)NC1CCCCC1,-4.2*
COc1c(C(CC(C)C)OC(C)=O)ccc2c1C(=O)OCc1cc(C)cc(O)c1O2 (configuration not stated),-3.8*
O=c1c2ccccc2nnn1CSc1nnc(C2COc3ccccc3O2)n1-c1ccccc1 (configuration not stated),-6.1*
Nc1cc(-c2cccc(F)c2)nn1S(=O)(=O)c1cccc2nsnc12,-5.2*
Cc1cccc(S(=O)(=O)NCCC(=O)OC(C)C(=O)NC(=O)NC2CCCCC2)c1 (configuration not stated),-7.8*
COc1ccc(/C=N/NC(=O)c2ccoc2C)cc1COc1ccc(Cl)cc1,-6.5*

# New compounds follow.
SMILES,Cav3 T inh
CC(C)CNc1cc(N2CCCC2)ccc1[N+](=O)[O-],-0.54
Cc1scc(C(=O)N/N=C/c2ccc(OC(C)C)cc2)c1C,-3
O=C(CCS(=O)(=O)c1cccc2nsnc12)NC1CCCCCC1,0.13
Cc1cc(C)c(S(=O)(=O)n2cnc3ccccc32)c(C)c1,0.62
Cc1ccc(N2C(=O)CC(Sc3ncn[nH]3)C2=O)cc1C (configuration not stated),1.5
CCOC(=O)C1CCN(c2cc(=O)n(Cc3ccc(F)cc3)c(=O)[nH]2)CC1,-1.9
CCC(Sc1ncccc1C(=O)OC(C)C)C(=O)N1CCOCC1 (configuration not stated),0.47
Cc1cccc(NC(=O)CCN2C(=O)C3C4C=CC(C4)C3C2=O)c1 (configuration not stated),-1.4
CCc1cccc2c(C(=O)CSc3nnc(-c4ccoc4C)n3C)c[nH]c12,-0.97
O=C1c2oc3ccccc3c(=O)c2C(c2cccc(F)c2)N1CCCO (configuration not stated),0.079
CCN(CC)C(=O)N1CCn2c(nc3ccccc32)C1,0.85
CCCNC(=O)NCCc1ccncc1,-0.072
O=C(Oc1ccc2c(c1)OCO2)c1ccc(F)cc1Cl,0.62
CCCCOc1ccccc1NC(=O)c1ccco1,-4.5*
CC(C)C(C)(C#N)NC(=O)CSc1nc2scc(-c3ccco3)c2c(=O)n1-c1ccccc1 (configuration not stated),-5.1*
COC(=O)c1ccc(/C=C/C(=O)c2ccc(OC)c(OC)c2)cc1,1.3
CC(=O)Nc1ccc(S(=O)(=O)NCCSc2ccccn2)cc1,0.23
CN1C[C@@H]2C(c3ccc(C(F)(F)F)cc3)C3(c4ccc(C#N)cc4)CC2(C3)[C@H]1c1ccccc1 (some centres not stated),-1.2
CN(C)S(=O)(=O)Oc1ccsc1C(=O)Nc1ccc(Cl)c(Cl)c1,0.46
COc1ccc(CCNC(=O)c2nonc2N)cc1OC,0.39
CC(=O)C1=C(O)C(=O)N(C)C1c1ccccc1F (configuration not stated),1.5
CCCn1cnc2sc(C(N)=O)c(C)c2c1=O,-0.077
CC(C)NS(=O)(=O)c1ccc(OCC(=O)NCc2ccccc2)cc1,-0.78
CCSC1=C(C#N)C2(CCCCC2)C(C#N)C(=O)N1 (configuration not stated),0.7
O=C(NCC(=O)N(c1cnc2ccccc2c1)C(C(=O)NC1CCCC1)c1ccncc1)c1ccco1 (configuration not stated),0.071
CN(CC(=O)NCc1ccc(F)cc1)S(=O)(=O)c1cccc2nsnc12,0.78
O=C(C1CCCCC1)N1CCCC(c2nc(-c3ccc(F)cc3)no2)C1 (configuration not stated),-1.2

# Screens from PubChem.

# This is a subset; the hit share may differ from the screen's.
